Source: PubChem
ssDAF-12 act = S. stercoralis DAF-12 activation, primary screen; AID 652126; activation, % at 6.8 µM; HEK293 ssDAF-12/GRIP1 lit1-tk-luc reporter, luminescence; % of 3 µM dafachronic acid response; actives 1% (n = 370,000);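 active means activation above the mean over all tested compounds plus 3 SD, cut at about 0.9% in these data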;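 further: 0% = DMSO-only wells and 100% = 3 µM delta7-dafachronic acid wells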
FXN GAA850 act = activators of GAA850 frataxin (FXN) promoter; AID 540364; HEK293 lucGAA850 FXN promoter luciferase reporter, 24 h; percent of 10 µM SAHA response; activation, % at 6 µM; actives 0.56% (n = 360,000);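 active means activation above the average of all compounds screened plus 3 SD, cutoff fixed separately per campaign, cut at about 7.5% in these data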;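 further: 0% = DMSO wells and 100% = 10 µM SAHA wells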
DAX1 inh-1 = inhibitors of DAX1 repression of SF-1 activated StAR promoter; HEK293T StAR-luciferase reporter, SF-1/DAX-1 repression relief; inhibition, % at 6.8 µM; actives 1.1% (n = 370,000); AID 652010;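 active means inhibition above the mean over all tested compounds plus 3 SD, cut at about 3.6% in these data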;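 further: 0% = DAX-1 cells with DMSO and 100% = cells lacking DAX-1 with DMSO; higher inhibition means more luminescence from relief of DAX-1 repression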
DAX1 inh-2 = inhibits human nuclear receptor DAX1; P51843; HEK293 Gal4-DAX1 luciferase reporter, luminescence; inhibition, % at 6.75 µM; actives 0.99% (n = 340,000); AID 504766;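 active means inhibition above the mean over all tested compounds plus 3 SD, cut at about 4.2% in these data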;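 further: 0% = DAX1-transfected cells with DMSO and 100% = empty-vector control cells with DMSO; inhibition shows as a rise in luminescence from relieved DAX1 repression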
ADAM10 inh = ADAM10 inhibition, QFRET primary screen | O14672 | recombinant ADAM10, EDANS/DABCYL FRET peptide cleavage, 3 h | inhibition, % at 7 µM | actives 0.62% (n = 370,000);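 active means inhibition above a per-campaign cutoff equal to the mean of compounds falling between control-based bounds plus 3 SD, cut at about 20% in these data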;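 further: 0% = DMSO wells while the 100% control is not disclosed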
GC-B act = GC-B (human) receptor activation | P20594 | HEK293-GC-B cells, CNP EC30, cGMP TR-FRET; 0% at EC30 CNP, 100% saturating CNP | activation, % at 10 µM | actives 0.11% (n = 370,000) | AID 1920062;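 active means activation at 10 µM reaching about 35% in either raw or pattern-adjusted values, limit read from the data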
Target sequence (P20594 whole entry, looked up): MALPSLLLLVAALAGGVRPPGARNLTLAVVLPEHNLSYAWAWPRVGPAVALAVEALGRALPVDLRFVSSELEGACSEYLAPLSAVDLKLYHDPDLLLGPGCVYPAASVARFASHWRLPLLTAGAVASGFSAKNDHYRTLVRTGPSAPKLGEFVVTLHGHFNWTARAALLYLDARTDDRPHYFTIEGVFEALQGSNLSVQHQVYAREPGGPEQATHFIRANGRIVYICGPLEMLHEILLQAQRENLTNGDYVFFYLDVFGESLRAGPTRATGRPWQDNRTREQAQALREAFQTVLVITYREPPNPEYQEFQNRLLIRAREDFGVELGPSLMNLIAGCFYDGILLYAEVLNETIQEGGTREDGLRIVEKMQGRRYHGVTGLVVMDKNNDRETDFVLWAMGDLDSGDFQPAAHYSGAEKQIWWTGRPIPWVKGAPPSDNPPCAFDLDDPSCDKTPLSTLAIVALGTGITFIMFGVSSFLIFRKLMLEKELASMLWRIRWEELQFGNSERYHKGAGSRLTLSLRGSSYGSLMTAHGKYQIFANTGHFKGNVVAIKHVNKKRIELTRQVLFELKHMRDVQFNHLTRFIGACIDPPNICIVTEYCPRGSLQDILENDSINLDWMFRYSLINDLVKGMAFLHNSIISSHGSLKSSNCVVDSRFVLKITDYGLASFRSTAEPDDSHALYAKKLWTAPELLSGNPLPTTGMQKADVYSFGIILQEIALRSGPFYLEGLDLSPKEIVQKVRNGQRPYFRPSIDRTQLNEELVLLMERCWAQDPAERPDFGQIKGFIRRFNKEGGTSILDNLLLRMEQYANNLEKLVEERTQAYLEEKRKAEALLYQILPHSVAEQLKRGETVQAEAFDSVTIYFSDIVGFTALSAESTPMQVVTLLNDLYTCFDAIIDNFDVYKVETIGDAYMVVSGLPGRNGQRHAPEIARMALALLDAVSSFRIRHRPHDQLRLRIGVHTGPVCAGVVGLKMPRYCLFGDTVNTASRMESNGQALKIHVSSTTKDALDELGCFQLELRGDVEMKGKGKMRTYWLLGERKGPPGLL
HGIII-sPLA2 inh = Inhibits HGIII-sPLA2 liposome hydrolysis, primary screen; Q9NZ20; QFRET BODIPY PC-A2 liposome hydrolysis, fluorescence; inhibition, % at 12.2 µM; actives 0.56% (n = 370,000);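 active means inhibition above mean plus 3 SD of compounds lying within the high and low control bounds, cut at about 19% in these data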;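 further: 0% = median of test compound wells and 100% = no enzyme DMSO wells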
hcDAF12 agonist = activates DAF-12 receptor from parasite H. contortus; HEK293 hcDAF-12 lit1-tk-luc reporter, luminescence; 0% DMSO, 100% Δ7-dafachronic acid; activation, % at 6.8 µM; actives 1.4% (n = 370,000);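 active means activation above the mean of all tested compounds plus 3 SD, cut at about 5.5% in these data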;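 further: 100% = response to 3 µM Δ7-dafachronic acid high control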
GC-A act = GC-A (human) enzyme activation. HEK293 GC-A cells, cGMP TR-FRET, EC30 ANP; 0% at EC30 ANP, 100% saturating ANP. activation, % at 10 µM. actives 0.14% (n = 370,000); in the data active means activation above about 40%
SMARCA2 activ = activators of SMARCA2 function | activation, % at 9.1 µM | MG213 cells, MMTV-luciferase reporter, dexamethasone, overnight | actives 1% (n = 370,000) | AID 652017; in the data active means activation above about 7.8%;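 further: 0% = vehicle wells and 100% = reference activator wells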
hgDAF12 agonist = activates the H. glycines DAF-12 receptor ligand-binding domain | HEK293 GAL4-hgDAF12 UAS-luciferase reporter, agonist luminescence; normalized to butyrate control | activation, % at 6.8 µM | actives 1.8% (n = 370,000) | AID 687014;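 active means activation above a cutoff set at the mean of all screened compounds plus 3 SD, cut at about 10% in these data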;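 further: 0% = DMSO wells and 100% = sodium butyrate wells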
Active calls of the source: *.

What do the screens show for `CSCCC(c1nnnn1C1CCCC1)N1CCC2(CC1)C(=O)NCN2c1ccccc1` (stereo not drawn)?
ssDAF-12 act: -1.4; DAX1 inh-1: -0.8; ADAM10 inh: -1.3; GC-B act: -8.5; HGIII-sPLA2 inh: 0.1; hcDAF12 agonist: -0.6; GC-A act: -2.6; SMARCA2 activ: -0.4; hgDAF12 agonist: 5.3

What do the screens show for `CC(=O)N1N=C2C3CCN(CC3)C2C1c1cccc2ccccc12` (stereo not drawn)?
ssDAF-12 act: -0.6; FXN GAA850 act: 0.3; DAX1 inh-1: -0.1; DAX1 inh-2: 3.8; ADAM10 inh: -4.0; GC-B act: 5.5; HGIII-sPLA2 inh: 1.1; hcDAF12 agonist: 2.2; GC-A act: 0.1; SMARCA2 activ: 2.0; hgDAF12 agonist: 1.9

What do the screens show for `COc1cccc(CNC(=O)CCC(=O)N2C[C@H]3C[C@H](C2)c2cccc(=O)n2C3)c1OC`?
ssDAF-12 act: -1.5; FXN GAA850 act: 1.2; DAX1 inh-1: 0.6; DAX1 inh-2: 3.2; ADAM10 inh: -9.5; GC-B act: -0.5; HGIII-sPLA2 inh: 1.8; hcDAF12 agonist: -1.5; GC-A act: 1.8; SMARCA2 activ: -2.3; hgDAF12 agonist: -0.5

How did COC(=O)C1=C(c2cccc(OCc3ccccc3)c2)C[C@@H]2CC[C@H]1N2C(=O)NNCc1ccccc1 do in these assays?
ssDAF-12 act: -1.2; FXN GAA850 act: -3.2; DAX1 inh-1: -0.4; DAX1 inh-2: -0.5; ADAM10 inh: 5.3; GC-B act: 1.1; HGIII-sPLA2 inh: -7.5; hcDAF12 agonist: -2.5; GC-A act: 0.6; SMARCA2 activ: -0.5; hgDAF12 agonist: 0.5

How did CCOc1ccc(NC(=O)CCNC(=O)N2C[C@H]3C[C@@H](C2)c2cccc(=O)n2C3)cc1 do in these assays?
ssDAF-12 act: -1.9; FXN GAA850 act: -0.2; DAX1 inh-1: 0.2; DAX1 inh-2: 1.1; ADAM10 inh: -3.0; GC-B act: 6.7; HGIII-sPLA2 inh: -0.5; hcDAF12 agonist: -0.9; GC-A act: -3.5; SMARCA2 activ: 1.5; hgDAF12 agonist: -0.5

How did CC(=NCCO)c1c(O)n(C)c(=O)n(C)c1=O do in these assays?
ssDAF-12 act: -1.2; FXN GAA850 act: -0.3; DAX1 inh-1: 0.2; DAX1 inh-2: 0.1; ADAM10 inh: -1.8; GC-B act: -3.6; HGIII-sPLA2 inh: -3.2; hcDAF12 agonist: -0.1; GC-A act: -1.4; SMARCA2 activ: -1.5; hgDAF12 agonist: -1.5

How did N=c1sc2c(n1Cc1ccccc1)CCCC2 do in these assays?
ssDAF-12 act: -1.3; FXN GAA850 act: 1.6; DAX1 inh-1: -0.5; DAX1 inh-2: -1.4; ADAM10 inh: 3.8; GC-B act: -4.3; HGIII-sPLA2 inh: 1.2; hcDAF12 agonist: -0.9; GC-A act: -5.8; SMARCA2 activ: -1.4; hgDAF12 agonist: -1.3

Results for O=C1C=CC(=O)C2C1C1(Cl)C(Cl)=C(Cl)C2(Cl)C1(Cl)Cl (stereo not drawn) ?
ssDAF-12 act: -1.6; FXN GAA850 act: -0.1; DAX1 inh-1: 0.7; DAX1 inh-2: -0.2; ADAM10 inh: 26.5*; GC-B act: -7.3; HGIII-sPLA2 inh: -15.9; hcDAF12 agonist: -1.1; GC-A act: -5.6; SMARCA2 activ: -2.9; hgDAF12 agonist: 7.2

How did Cc1cccc(NC(N)=S)c1 do in these assays?
ssDAF-12 act: -1.2; FXN GAA850 act: -3.1; DAX1 inh-1: -1.1; DAX1 inh-2: 0.6; ADAM10 inh: -2.2; GC-B act: -1.6; HGIII-sPLA2 inh: 10.7; hcDAF12 agonist: -0.3; GC-A act: -2.8; SMARCA2 activ: 4.5; hgDAF12 agonist: -2.5

How did O=C1CN=C(c2ccccc2)c2oc3ccc(Br)cc3c2N1 do in these assays?
ssDAF-12 act: -1.3; FXN GAA850 act: -0.8; DAX1 inh-1: 0.4; DAX1 inh-2: 1.4; ADAM10 inh: -13.8; GC-B act: 11.4; HGIII-sPLA2 inh: -4.0; hcDAF12 agonist: -1.5; GC-A act: 6.7; SMARCA2 activ: -0.5; hgDAF12 agonist: -1.4

Results for Cc1cccc(-n2c(/C=C/c3ccc([N+](=O)[O-])o3)nc3ccccc3c2=O)c1 ?
ssDAF-12 act: -0.8; FXN GAA850 act: 1.3; DAX1 inh-1: -0.2; DAX1 inh-2: 0.7; ADAM10 inh: 2.9; GC-B act: -6.7; HGIII-sPLA2 inh: 2.7; hcDAF12 agonist: -1.1; GC-A act: -33.4; SMARCA2 activ: -0.5; hgDAF12 agonist: -0.9

What do the screens show for `CC(C)NC(=O)Cn1cc(C(=O)c2ccccc2F)c2ccccc21`?
ssDAF-12 act: -0.9; FXN GAA850 act: 0.7; DAX1 inh-1: 0.1; DAX1 inh-2: 0.6; ADAM10 inh: -1.4; GC-B act: 8.6; HGIII-sPLA2 inh: 7.1; hcDAF12 agonist: -1.1; GC-A act: 1.7; SMARCA2 activ: -3.0; hgDAF12 agonist: -2.5

Results for COc1ccccc1N1CCN(Cc2cccc(OC)c2O)CC1 ?
ssDAF-12 act: -1.4; FXN GAA850 act: 0.9; DAX1 inh-1: -1.4; DAX1 inh-2: -0.7; ADAM10 inh: 1.1; GC-B act: 2.4; HGIII-sPLA2 inh: -0.1; hcDAF12 agonist: -2.0; GC-A act: -0.1; SMARCA2 activ: -0.5; hgDAF12 agonist: -1.2

Results for COc1cc2c(cc1OC)-c1c3c(cc4c1[C@@H](C2)N(C)CC4)OCO3 ?
ssDAF-12 act: -1.8; FXN GAA850 act: -0.2; DAX1 inh-1: -0.8; DAX1 inh-2: 1.5; ADAM10 inh: -39.8; GC-B act: -9.4; HGIII-sPLA2 inh: 7.4; hcDAF12 agonist: -1.2; GC-A act: 1.2; SMARCA2 activ: 11.4*; hgDAF12 agonist: -4.6

How did O=C1NC(=O)C(=Cc2coc3ccc(O)cc3c2=O)C(=O)N1 do in these assays?
ssDAF-12 act: -1.6; FXN GAA850 act: 1.9; DAX1 inh-1: -0.3; DAX1 inh-2: -1.0; ADAM10 inh: -17.9; GC-B act: -6.0; HGIII-sPLA2 inh: 7.0; hcDAF12 agonist: -1.6; GC-A act: 3.6; SMARCA2 activ: -0.9; hgDAF12 agonist: 2.0

Results for CCCCn1c(=O)c(C(=O)NCc2ccccc2Cl)c(O)c2ccccc21 ?
ssDAF-12 act: -1.2; FXN GAA850 act: 1.6; DAX1 inh-1: 0.8; DAX1 inh-2: 1.2; ADAM10 inh: 5.6; GC-B act: 2.8; HGIII-sPLA2 inh: 0.9; hcDAF12 agonist: -2.6; GC-A act: 1.5; SMARCA2 activ: 2.0; hgDAF12 agonist: 3.1

What do the screens show for `COc1ccccc1-n1c(-c2cccs2)nc2ccccc2c1=O`?
ssDAF-12 act: -1.6; FXN GAA850 act: -2.2; DAX1 inh-1: -0.2; DAX1 inh-2: 1.1; ADAM10 inh: 0.3; GC-B act: -5.1; HGIII-sPLA2 inh: 0.0; hcDAF12 agonist: -1.9; GC-A act: -14.1; SMARCA2 activ: 3.6; hgDAF12 agonist: -3.3

How did O=P(C(c1ccc2c(c1)OCO2)N1CCOCC1)(N1CCOCC1)N1CCOCC1 (stereo not drawn) do in these assays?
ssDAF-12 act: -0.5; FXN GAA850 act: -0.4; DAX1 inh-1: -0.1; DAX1 inh-2: -0.3; ADAM10 inh: -0.3; GC-B act: -13.6; HGIII-sPLA2 inh: 2.3; hcDAF12 agonist: -1.0; GC-A act: -18.8; SMARCA2 activ: -0.5; hgDAF12 agonist: 0.9

What do the screens show for `CC1(C)C2([N+](=O)[O-])CNCC1([N+](=O)[O-])CNC2`?
ssDAF-12 act: -0.6; FXN GAA850 act: 0.7; DAX1 inh-1: -0.3; DAX1 inh-2: 0.0; ADAM10 inh: 1.3; GC-B act: -2.7; HGIII-sPLA2 inh: -4.8; hcDAF12 agonist: -0.5; GC-A act: 4.8; SMARCA2 activ: 2.8; hgDAF12 agonist: -1.1

How did Cc1cccc(C)c1OP(N)(=O)Oc1c(C)cccc1C do in these assays?
ssDAF-12 act: -0.9; FXN GAA850 act: -1.4; DAX1 inh-1: -0.2; DAX1 inh-2: 0.0; ADAM10 inh: -1.2; GC-B act: -4.5; HGIII-sPLA2 inh: 12.2; hcDAF12 agonist: -2.5; GC-A act: 1.9; SMARCA2 activ: -4.1; hgDAF12 agonist: -2.3

How did CCCc1c(C)nc(-c2ccc(C)cc2)nc1OC(=O)N(C)C do in these assays?
ssDAF-12 act: -1.4; FXN GAA850 act: 0.6; DAX1 inh-1: -0.5; DAX1 inh-2: 0.3; ADAM10 inh: -6.7; GC-B act: 2.5; HGIII-sPLA2 inh: 1.3; hcDAF12 agonist: -1.1; GC-A act: -1.4; SMARCA2 activ: 0.2; hgDAF12 agonist: -0.7

What do the screens show for `CCOC(=O)C1CCN(C(C)C(=O)c2c(C)[nH]c3cc(C)ccc23)CC1` (stereo not drawn)?
ssDAF-12 act: -1.0; FXN GAA850 act: -0.2; DAX1 inh-1: 0.0; DAX1 inh-2: -0.2; ADAM10 inh: -1.4; GC-B act: -1.4; HGIII-sPLA2 inh: -2.0; hcDAF12 agonist: 1.8; GC-A act: -0.5; SMARCA2 activ: 0.2; hgDAF12 agonist: -0.8

How did CC(=O)Nc1cc(C(=O)N2CCC3(CC2)OCCO3)ccc1Sc1ccc(F)cc1 do in these assays?
ssDAF-12 act: -1.4; FXN GAA850 act: 3.1; DAX1 inh-1: 0.7; DAX1 inh-2: 0.3; ADAM10 inh: 1.0; GC-B act: 1.8; HGIII-sPLA2 inh: -1.2; hcDAF12 agonist: -0.3; GC-A act: 3.2; SMARCA2 activ: 0.6; hgDAF12 agonist: 3.1

Results for Clc1ccc2c(c1)C(c1ccccc1Cl)=NCc1nncn1-2 ?
ssDAF-12 act: -0.5; FXN GAA850 act: 0.1; DAX1 inh-1: 1.4; DAX1 inh-2: 0.3; ADAM10 inh: -5.0; GC-B act: -1.0; HGIII-sPLA2 inh: -0.3; hcDAF12 agonist: -1.4; GC-A act: -4.9; SMARCA2 activ: -4.9; hgDAF12 agonist: 1.2

Results for CC1(C)C(C(=O)NCc2ccco2)C1(C)C ?
ssDAF-12 act: -0.7; FXN GAA850 act: -0.2; DAX1 inh-1: -1.1; DAX1 inh-2: -1.5; ADAM10 inh: 3.0; GC-B act: 5.8; HGIII-sPLA2 inh: 2.8; hcDAF12 agonist: 0.0; GC-A act: 2.0; SMARCA2 activ: 0.3; hgDAF12 agonist: 1.6

Results for COC(=O)C1=C(c2ccc(C(C)=O)cc2)C[C@@H]2CC[C@H]1N2C(=O)NCc1ccc2c(c1)OCO2 ?
ssDAF-12 act: -1.2; FXN GAA850 act: -3.6; DAX1 inh-1: -0.7; DAX1 inh-2: 0.8; ADAM10 inh: -7.7; GC-B act: -1.3; HGIII-sPLA2 inh: 4.8; hcDAF12 agonist: -1.9; GC-A act: -12.1; SMARCA2 activ: -0.3; hgDAF12 agonist: -1.4

An excerpt; rates above refer to the full screens.
